Screening data as filed in PubChem BioAssay.
BAP1 inh: human BAP1 deubiquitinase inhibition. recombinant BAP1, Ub-AMC hydrolysis fluorescence kinetic; active compounds read low. Q92560. AID 436. activity remaining (% of control), % at 20 µM. 72,000 compounds, 0.48% hits;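 active means activity remaining at or below 50% of control, provided the compound also passes the data quality filters; inactive means the rest, including low values that fail the filters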;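 further: 100% = DMSO wells rate and 0% = substrate alone blank rate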
Target sequence (Q92560 whole entry, looked up): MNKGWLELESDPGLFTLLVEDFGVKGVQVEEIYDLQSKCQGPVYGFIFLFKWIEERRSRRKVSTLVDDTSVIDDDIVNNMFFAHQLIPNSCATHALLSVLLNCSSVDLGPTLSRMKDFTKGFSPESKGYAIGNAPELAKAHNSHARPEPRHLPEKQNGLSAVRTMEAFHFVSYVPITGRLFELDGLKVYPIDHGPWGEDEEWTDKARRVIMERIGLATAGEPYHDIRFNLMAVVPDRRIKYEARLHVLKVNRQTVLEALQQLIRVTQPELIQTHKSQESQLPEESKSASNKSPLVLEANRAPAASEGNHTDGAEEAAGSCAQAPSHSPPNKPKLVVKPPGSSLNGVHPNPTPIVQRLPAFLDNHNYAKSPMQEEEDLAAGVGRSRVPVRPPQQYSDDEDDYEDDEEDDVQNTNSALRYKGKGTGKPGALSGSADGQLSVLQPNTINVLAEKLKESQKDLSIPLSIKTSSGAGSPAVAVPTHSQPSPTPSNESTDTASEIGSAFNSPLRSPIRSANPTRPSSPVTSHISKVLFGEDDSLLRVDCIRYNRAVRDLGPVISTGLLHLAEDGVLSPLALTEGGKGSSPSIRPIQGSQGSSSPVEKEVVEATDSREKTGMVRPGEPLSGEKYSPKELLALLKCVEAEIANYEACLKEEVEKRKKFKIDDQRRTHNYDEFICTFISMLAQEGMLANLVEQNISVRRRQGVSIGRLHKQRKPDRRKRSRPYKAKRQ
HePTP inhibitor: inhibitors of human HePTP phosphatase. P35236. 110,000 compounds, 0.64% hits. inhibition, % at 20 µM. recombinant HePTP phosphatase activity, OD absorbance; in the data active means inhibition above about 50%;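 further: plate controls were vehicle for no effect and reference inhibitor for full effect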
An asterisk follows results filed as active; x = no result given; & = joins results of further samples.

entry	molecule	BAP1 inh	HePTP inhibitor
1	O=C1CC(c2ccccc2)CC2=C1C(c1coc3ccccc3c1=O)Nc1ccccc1N2 (stereo not drawn)	x	8
2	CCCC(NC(=O)c1ccccc1)c1nc2ccccc2n1Cc1ccc(C(=O)OC)o1 (stereo not drawn)	94	1
3	Cc1cccc(OCc2n[nH]c(=S)n2C2CCCCC2)c1	55	x
4	Cc1ccc(NC2c3ncccc3C(=O)N2Cc2ccc(F)cc2)cc1 (stereo not drawn)	99	4
5	O=C(NC1CCCCC1)C1CCN(S(=O)(=O)c2cccc3cccnc23)CC1	89	-9
6	Cc1nnc2c3c4c(sc3nc(-c3ccccc3)n12)COC(C)(C)C4	x	7
7	Cc1ccc(C23CC4CC(CC(NC(=O)Nc5ccccn5)(C4)C2)C3)cc1	x	6
8	Clc1ccccc1CN1CCN(N=Cc2ccc(Br)cc2)CC1	x	-8
9	CN(CC(=O)Nn1cnnc1)S(=O)(=O)c1cc(Cl)ccc1Cl	79	-4
10	O=C(Nc1ccc(F)cc1)c1ccc(-c2ccccc2)cc1	x	-2
11	CCOc1ccc(N/C(=N/S(=O)(=O)c2ccccc2)c2ccccc2)cc1	x	5
12	Cc1ccc([N+](=O)[O-])c(NC(=O)c2ccc([N+](=O)[O-])cc2)c1	64	x
13	O=C(c1cccnc1)N1CCN(c2cccc(Cl)c2)CC1	x	6
14	O=C(O)C(Cc1c[nH]c2ccccc12)NS(=O)(=O)c1cccc2nsnc12 (stereo not drawn)	69	13
15	CC(=O)Nc1ccc2nc(NC(=O)c3ccc(S(=O)(=O)N4CCc5ccccc54)cc3)sc2c1	108	x
16	O=C(Nc1ccc(Nc2ccccc2)cc1)c1ccco1	58	0&1
17	CC(C)CCNC(=O)NC(=O)CSc1nnc(-c2ccccc2Br)o1	97	-6
18	COc1ccc(-c2nnc3ccc(SCC(N)=O)nn23)cc1OC	93	6
19	O=C(Nc1c(F)cc(F)cc1Br)c1cc2n(n1)C(C(F)(F)F)CC(c1cccs1)N2 (stereo not drawn)	x	5
20	O=C1CCCc2c1nc(-c1ccccc1)n2O	76	4
21	O=c1oc2ccccc2n1CCn1c2ccccc2c2nc3ccccc3nc21	x	1
22	COc1cc(/C=C2/SC(=S)N(c3ccccc3)C2=O)cc(OC)c1O	x	-4
23	CC(C)(C)OC(=O)N1CCC(C(=O)O)CC1	100	-9
24	Cn1c(=NC(=O)c2cc(Cl)sc2Cl)sc2cc(F)ccc21	82	x
25	Cc1cc(Cl)ccc1OCC(=O)N1CCCCC1	115	7
26	COc1ccccc1C1SCC(=O)N1c1ccc(Cl)c(Cl)c1 (stereo not drawn)	x	-3
27	Cc1nnc(N2CCOCC2)c2ccccc12	101	9
28	CCOc1ccc(-c2nnc3sc(COc4ccccc4)nn23)cc1	64	4
29	COc1ccc(/C=C2\C(=O)N(Cc3ccccc3)N=C2C)cc1	x	5
30	O=C1c2ccc(-c3nc4ccccc4c(=O)o3)cc2C(=O)N1c1ccc(-c2ccc([N+](=O)[O-])cc2)cc1	x	0

Random excerpt: four compounds from above
entry	molecule	BAP1 inh	HePTP inhibitor
23	CC(C)(C)OC(=O)N1CCC(C(=O)O)CC1	100	-9
9	CN(CC(=O)Nn1cnnc1)S(=O)(=O)c1cc(Cl)ccc1Cl	79	-4
17	CC(C)CCNC(=O)NC(=O)CSc1nnc(-c2ccccc2Br)o1	97	-6
16	O=C(Nc1ccc(Nc2ccccc2)cc1)c1ccco1	58	0&1

Continuation.
entry	molecule	BAP1 inh	HePTP inhibitor
31	N#CCCC1(CCC#N)c2ccccc2-c2ncccc21	x	-6
32	CCOc1ccc(/C=C2/SC(=S)N(C)C2=O)cc1	x	-18
33	Cc1ccc2[nH]c3c(=O)n(CCCN4CCN(C)CC4)cnc3c2c1	x	13
34	O=C(CNC(=O)c1ccc(Cl)cc1)c1ccccc1	x	-8
35	Cc1nc(SCC(=O)CC(=O)OC(C)C)c(C#N)c(C)c1C	54	6
36	CCn1cc(/C=N/O)c(C)n1	127	1
37	COc1ccc(O)c(/C=C2\SC(=S)N(C)C2=O)c1	x	5
38	COc1ccc2oc(=O)c(C(=O)Nc3cc(Cl)ccc3OC)cc2c1	x	4
39	COc1cc2c(cc1O)C(SC)=NC(C)(C)C2	88	-4
40	COC(=O)C1=C(C)NC2=C(C(=O)CC(C)(C)C2)C1c1cccs1 (stereo not drawn)	x	3
41	O=C(CN1C(=O)c2ccc([N+](=O)[O-])cc2C1=O)Nc1ccc(F)cc1	x	-12
42	CCOc1ccc(NC(=O)CN2C(=O)C3CCCN3C2=O)cc1 (stereo not drawn)	94	14
43	CC(=O)Nc1ccc(S(=O)(=O)N(C2=NCC(C)S2)c2ccccc2)cc1 (stereo not drawn)	103	0
44	CCc1cc2c(cc1C(C)O)OCCO2 (stereo not drawn)	x	6
45	COC(=O)c1ccc(NC(=O)Nc2ccc(F)cc2)cc1	109	0
46	Cc1ccc(C2C3=C(CC(C)(C)CC3=O)N=C3c4ccccc4C(=O)C32)cc1 (stereo not drawn)	x	-5
47	CCOc1ccc(NC(=O)CN2CCN(CC(=O)Nc3ccc4c(c3)OCCO4)CC2)cc1	102	-11
48	COc1cc(OC)c(OC)cc1C=NCC1OCCc2ccccc21 (stereo not drawn)	x	-6
49	CCCCC1CC(CSc2ncn[nH]2)OC1=O (stereo not drawn)	x	4
50	CCCC(=O)NS(=O)(=O)c1ccc(NC(=O)c2ccc(Cl)cc2)cc1	x	-5
51	CCc1c(C)nc2ncnn2c1N1CCC(C(=O)N2CCN(c3ccc(F)cc3)CC2)CC1	84	-1
52	Nc1c(S(=O)(=O)c2ccccc2)c2nc3ccccc3nc2n1Cc1ccco1	x	2
53	Cc1cc2nc(-c3cccc(NC(=O)c4ccc(Br)o4)c3C)oc2cc1C	72	2
54	CN(C)/C=N/c1c(C#N)cnn1-c1ccccc1	97	10
55	CC(C)(C)c1cc(O)c(S(N)(=O)=O)c(C(C)(C)C)c1	x	2
56	CCOC(=O)N1CCN(C(=O)c2ccc3c(=O)n(Cc4ccccc4)c(=S)[nH]c3c2)CC1	113	-14
57	CCc1c(C)nc2c(C#N)c(C)[nH]n2c1=O	99	-1
58	CCc1c(C#N)c(N)nc(SC)c1C#N	99	x
59	CCOC(=O)c1c(NC(=O)c2cccc(Cl)c2)sc(C)c1C	113	x
60	CC(=O)Nc1ccc(N=Cc2ccc(C)cc2)cc1	67	x
61	Cc1ccc(N2C(=O)C3CCCCC3C2=O)cc1Cl (stereo not drawn)	x	-15
62	Cc1ccc(-n2nc3c(c2NC(=O)c2ccc(OC(C)C)cc2)CS(=O)C3)cc1 (stereo not drawn)	100	-7
63	CCCNCc1cc(OCC)c(OCC(N)=O)cc1Br	92	5
64	Cc1ccc(NC(=O)c2ccc(S(=O)(=O)N(C)C)cc2)c(C)c1	111	x
65	Cc1ccc(CS(=O)(=O)CCC(=O)NCc2ccccn2)cc1	108	6
66	Cc1c(C)c2ccc(OC(C)C)cc2oc1=O	x	9
67	Oc1cc2c(cc1O)C(c1ccccc1)CNCC2 (stereo not drawn)	90	x
68	CCOc1ccc(C(=O)Nc2ccc(C(C)=O)cc2)cc1OCC	x	13
69	Cc1ccc(OCC(=O)Nc2cccc(O)c2)cc1C	91	-8&0
70	Cn1nnnc1-c1cc(Br)ccc1NC(=O)c1ccccc1	65	-5
71	COc1ccccc1C1CC(c2ccc(Cl)cc2Cl)Nc2nc(N)nn21 (stereo not drawn)	78	6
72	CC1=C(C(=O)OCCOC(C)C)C(c2cc3c(cc2Br)OCO3)C2=C(CCCC2=O)N1 (stereo not drawn)	73	6
73	O=S(=O)(Nc1nc2ccccc2nc1Nc1ccc2c(c1)OCCO2)c1cccs1	x	2
74	COc1ccc(N2CCN(C(c3cccc(OC)c3OC)c3nnnn3C3CCCC3)CC2)cc1 (stereo not drawn)	71	-4
75	COc1ccc(/C=N/Nc2nc(C(F)(F)F)c(-c3ccc(F)cc3)s2)cc1OC	x	-4
76	CC1CN(S(=O)(=O)c2ccc3c(c2)C(=O)c2cc(S(=O)(=O)N4CC(C)OC(C)C4)ccc2-3)CC(C)O1 (stereo not drawn)	x	4
77	CCCC(=O)Nc1ccc2c(c1)Cc1ccccc1-2	x	-12
78	CCN(CC)C(=O)c1sc(NC(=O)c2cc(OC)cc(OC)c2)c(C(=O)OC)c1C	x	15
79	CC1CN(c2ccc([N+](=O)[O-])cc2Cl)CCN1S(=O)(=O)c1ccccc1 (stereo not drawn)	x	8
80	O=C(Nc1sc2c(c1C(=O)Nc1ccccc1)CCCCC2)c1ccc([N+](=O)[O-])cc1	x	8
81	CCCCn1nc(CC(=O)NCCN(CC)CC)c2ccccc2c1=O	x	-18
82	CCOc1ccc(C(=O)Nc2ccc(N3CCCC3)cc2)cc1	65	1
83	C=CCC1CC=CC(CC=C)(C(O)(CC=C)CC=C)N1 (stereo not drawn)	x	11
84	CC(C)(C)C1=CC(=Nc2ccc3c(c2)OCCO3)C=C(C(C)(C)C)C1=O	x	2
85	O=C(CC1N=C2c3ccccc3N=C(SCc3ccc(F)cc3)N2C1=O)NCc1ccco1 (stereo not drawn)	56	-11
86	COc1cccc(C(=O)Nc2ccc(-c3nc4cc(C)c(C)cc4o3)c(O)c2)c1	x	9
87	CCN(CC)CCN1C(=O)C(=O)/C(=C(/O)c2ccc(OC(C)C)cc2)C1c1ccncc1 (stereo not drawn)	72	12
88	COc1ccccc1-n1c(CNC(=O)c2ccc(S(=O)(=O)N(C)C)cc2)n[nH]c1=S	125	x
89	O=C(NCc1cccnc1)c1cccc(NC(=O)c2ccco2)c1	63	6
90	COc1cc(/C=N/Nc2nncc(=O)[nH]2)ccc1O	x	-7

Five compounds already listed, arranged by molar mass, ascending:
entry	molecule	BAP1 inh	HePTP inhibitor
77	CCCC(=O)Nc1ccc2c(c1)Cc1ccccc1-2	x	-12
82	CCOc1ccc(C(=O)Nc2ccc(N3CCCC3)cc2)cc1	65	1
74	COc1ccc(N2CCN(C(c3cccc(OC)c3OC)c3nnnn3C3CCCC3)CC2)cc1 (stereo not drawn)	71	-4
72	CC1=C(C(=O)OCCOC(C)C)C(c2cc3c(cc2Br)OCO3)C2=C(CCCC2=O)N1 (stereo not drawn)	73	6
76	CC1CN(S(=O)(=O)c2ccc3c(c2)C(=O)c2cc(S(=O)(=O)N4CC(C)OC(C)C4)ccc2-3)CC(C)O1 (stereo not drawn)	x	4

Back to the main list; the 2 compounds before the break are reprinted first.
entry	molecule	BAP1 inh	HePTP inhibitor
89	O=C(NCc1cccnc1)c1cccc(NC(=O)c2ccco2)c1	63	6
90	COc1cc(/C=N/Nc2nncc(=O)[nH]2)ccc1O	x	-7
91	CC1(C)CC(=O)c2sc(NS(=O)(=O)Cc3ccccc3)nc2C1	73	-4
92	CCOc1ccc(-n2c(=O)c3sccc3n(CC(=O)NCc3ccco3)c2=O)cc1	91	6
93	CCOc1nc(-c2ccc(OC)cc2)ccc1-c1noc(-c2cccnc2)n1	78	-7
94	Cc1ccc(NC(=O)CSc2ccc(Cl)cc2Cl)cc1	x	7
95	Cc1ccc([N+](=O)[O-])cc1NC(=O)C1(C)CC2c3ccccc3C1c1ccccc12 (stereo not drawn)	65	x
96	COc1ccc(Cn2c3nc4ccccc4nc3c3c(=O)n(Cc4ccco4)cnc32)cc1	104	7
97	Cc1cccc(C(=O)N/N=C/c2ccc(OCC(=O)N3CCCCC3)cc2)c1	x	-8
98	COc1ccc(/C=C/C(=O)NCCSc2ccccn2)cc1	x	4
99	COc1ccc(CCNc2ncnc3c2oc2ccccc23)cc1OC	94	-11
100	O=C(Nc1ccc(-c2nc3ccccc3c(=O)o2)cc1)c1ccccc1F	x	-1
101	Cc1cc(C)cc(NC(=O)c2nnn(Cc3cc(C)ccc3C)c2N)c1	76	8
102	O=C(NCCOc1ccccc1F)c1cccs1	x	-15
103	CCOc1ccc(/C=C2\C(=O)NC(=O)N(c3cccc(Cl)c3)C2=O)cc1Cl	x	5
104	O=C1c2ccccc2C(Nc2ccccc2F)N1c1cccnc1 (stereo not drawn)	102	8
105	CCC1CCc2c(sc3nc(SCC(=O)NCCc4ccccc4)n(-c4ccccc4)c(=O)c23)C1 (stereo not drawn)	x	8
106	COc1cccc(C(=O)NCC(c2cccnc2)N2CCN(c3ccccc3OC)CC2)c1 (stereo not drawn)	101	5
107	Cc1ccc(Cn2nnc3c(=O)[nH]c(C4CCN(C(=O)c5cccs5)CC4)nc32)cc1	108	1
108	COc1cc(/C=C2\SC(N3CCCC3)=NC2=O)cc(OC)c1OC	x	7
109	COc1ccc(S(=O)(=O)N(C)CC(=O)N2CCCCCC2)cc1OC	127	6
110	CCOC(=O)c1ccc(NC(=O)COc2ccc3ccccc3c2)cc1	x	5
111	COc1ccc(C(=O)/C=C/Nc2ccccc2O)cc1	x	-5
112	Cc1cc2cc(CNS(=O)(=O)c3ccccc3)ccc2n1C	71	4
113	CCn1cc(C(=O)NN)c(=O)c2cc(F)c(N3CCOCC3)cc21	x	0
114	Cc1ccc(NC(=O)c2cc3n(n2)C(C(F)(F)F)CC(c2ccccc2)N3)cc1C (stereo not drawn)	76	x
115	O=C(O)CSc1ncn[nH]1	103	7
116	COc1ccccc1N1CCN(CCN(C(=O)c2ccc(I)cc2)c2ccccn2)CC1	91	x
117	Cc1ccccc1Cn1c(CN2CCc3ccccc3C2)nc2c1c(=O)n(C)c(=O)n2C	93	x
118	O=C(NC1CC1)C1C2C3C4CC5C3C5C4C12 (stereo not drawn)	108	6
